Compound activity: PubChem BioAssay, National Center for Advancing Translational Sciences (NCATS)
L3MBTL1 inh – L3MBTL1 (human) inhibition; Q9Y468; AlphaScreen L3MBTL1–H3K9me1 peptide binding; Potency, µM (top dose mostly 57.1 µM), for inactives: at the highest dose activity, negative = inhibition, hits mostly inhibitors; 230,000 compounds, 0.66% hits; AID 485360; also: nearly all actives have a fitted effect of over 60% in size
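L3MBTL1 (50 nM) pre-complexed 30 min with biotinylated H3(1-15)K9me1 peptide (75 nM), then compounds added for 30 min at room temperature; AlphaScreen streptavidin donor/nickel chelate acceptor beads (10 ug/mL final) read after 30 min dark incubation.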
TR SRC2 fluor cs – counter-screen for TRb-SRC2 inhibitors: fluorescence interference; TRb/SRC2 Texas Red total fluorescence interference; Potency, µM (titrated, usually from 106 µM), inactives show top-dose fluorescence change, negative = quenching; 280,000 compounds, 0.29% hits; AID 1479; active = well fitted curve in either direction with a large enough effect; inconclusive = small, poorly fitted or top-dose-only effect
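Human TRβ ligand-binding domain (0.6 uM) and Texas Red SRC2 peptide (20 nM) in Tris buffer with 1 uM T3 and 5% DMSO were incubated with pinned compound for 5 hr at ambient temperature. Total fluorescence was computed as S + 2P (555/632 nm).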
Tau FP inhib – blocks human tau fibril formation measured by polarization | P10636 | AID 1468 | Potency, µM (top dose mostly 57.7 µM), without a hit: top-dose activity, negative = inhibition, usual class: inhibitors | 280,000 compounds, 0.39% hits | K18 P301L tau heparin fibrillization, Alexa594 FP, 6 h; also: nearly all actives have a fitted effect of over 55% in size
Target sequence (P10636 561-689 P618L limits assumed): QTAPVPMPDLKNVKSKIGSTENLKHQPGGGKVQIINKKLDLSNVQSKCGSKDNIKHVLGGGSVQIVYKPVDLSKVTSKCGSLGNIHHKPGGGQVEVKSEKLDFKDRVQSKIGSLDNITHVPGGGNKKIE
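Recombinant K18 P301L […], labeled with Alexa 594 at 0.24 uM over 15 uM unlabeled; heparin inducer 20 uM final; 37 C, 6 hr; FP endpoint.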
Tau fibril ThT – tau fibrillization inhibition (ThT binding); P10636; recombinant tau K18 P301L, heparin-induced fibrillization, ThT fluorescence; Potency, µM (series often up to 57.4 µM), inactives show top-dose activity, negative = inhibition, most hits filed as inhibitors; 270,000 compounds, 2.1% hits; AID 1460; also: nearly all actives have a fitted effect of over 55% in size
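ThT emission at 510 nm, taken 1 hr after adding 30 uM dye, quantifies aggregates formed when 20 uM heparin acts on human tau K18 P301L for 6 hr at 37 C.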
Tau fluor cs – counter-screen for tau fibril formation inhibitors; Potency, µM (top dose mostly 57.7 µM), for inactives: at the highest dose activity change, negative = decrease; tau K18 P301L Alexa594 fluorescence, heparin fibrillization; 280,000 compounds, 0.93% hits; also: nearly all actives have a fitted effect of over 55% in size
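Human tau K18 P301L (15 uM unlabeled, 0.24 uM Alexa 594-labeled) in 100 mM sodium acetate pH 7 with 20 uM heparin, 6 hr at 37 C. ThT 30 uM added, 1 hr ambient; Alexa 594 FP and total fluorescence read at 555/632 nm.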
GLA spleen mod – inhibits or activates alpha-galactosidase in human spleen homogenate; human spleen homogenate, 4MU-alpha-Gal fluorescence, 40 min; Potency, µM (titrated, usually from 80 µM), for the others: at the highest dose activity change, negative = inhibition, actives largely listed as inhibitors; 240,000 compounds, 0.008% hits; AID 2107;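 also: 0% = enzyme with vehicle and -100% = no enzyme basal signal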
Target sequence (P06280 32-429 limits assumed): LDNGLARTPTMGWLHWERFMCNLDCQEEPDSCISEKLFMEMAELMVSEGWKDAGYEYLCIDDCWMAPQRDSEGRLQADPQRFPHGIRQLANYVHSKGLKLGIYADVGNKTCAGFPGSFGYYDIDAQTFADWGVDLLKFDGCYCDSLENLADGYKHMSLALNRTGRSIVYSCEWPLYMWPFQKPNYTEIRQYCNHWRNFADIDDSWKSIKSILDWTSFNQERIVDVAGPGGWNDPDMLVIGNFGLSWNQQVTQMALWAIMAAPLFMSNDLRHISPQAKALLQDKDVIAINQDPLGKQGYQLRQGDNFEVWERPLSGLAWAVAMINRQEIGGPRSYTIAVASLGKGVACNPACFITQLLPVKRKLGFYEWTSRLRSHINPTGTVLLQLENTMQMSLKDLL
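Human spleen homogenate (1 ug) was the enzyme source, with 4-methylumbelliferyl-alpha-D-galactopyranoside (1 mM final) in pH 5.0 citrate buffer with 0.01% Tween-20. Compounds were titrated; after 40 min at 37C, NaOH/glycine stop, 4-MU fluorescence read; AC50 from Hill fits.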
ALDH1A1 inh – ALDH1A1 (human) enzyme inhibition | P00352 | Purified ALDH1A1, NADH fluorescence, propionaldehyde substrate | Potency, µM (series often up to 75.3 µM), inactives show top-dose activity, negative = inhibition, hits mostly inhibitors | 220,000 compounds, 7.3% hits; active = well fitted inhibition curve with a large enough effect, not every such curve was filed as active; inconclusive = small, poorly fitted or top-dose-only effect, or another doubt; inactive = no such curve, though single readings can be large or run the other way;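 also: plate controls were no enzyme wells and a reference inhibitor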
Target sequence (P00352 whole entry, looked up): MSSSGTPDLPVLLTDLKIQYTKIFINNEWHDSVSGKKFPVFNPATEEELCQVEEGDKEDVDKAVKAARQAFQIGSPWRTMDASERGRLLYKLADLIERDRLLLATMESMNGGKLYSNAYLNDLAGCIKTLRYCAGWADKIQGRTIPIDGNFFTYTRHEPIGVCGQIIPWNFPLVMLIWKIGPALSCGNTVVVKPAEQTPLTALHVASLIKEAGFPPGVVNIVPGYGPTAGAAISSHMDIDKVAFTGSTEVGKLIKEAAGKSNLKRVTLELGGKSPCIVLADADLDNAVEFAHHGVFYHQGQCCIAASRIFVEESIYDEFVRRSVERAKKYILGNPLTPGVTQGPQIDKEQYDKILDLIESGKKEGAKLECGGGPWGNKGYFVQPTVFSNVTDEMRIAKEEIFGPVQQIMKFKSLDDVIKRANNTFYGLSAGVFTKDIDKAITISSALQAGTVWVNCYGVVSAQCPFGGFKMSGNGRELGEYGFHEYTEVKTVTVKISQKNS
TRb-SRC2 inh – inhibitors of human thyroid hormone receptor beta-SRC2 interaction; P10828; TRbeta-SRC2 peptide binding, fluorescence polarization; receptor liganded with 1 µM T3; Potency, µM (highest dose often 106 µM), without a hit: at the highest dose activity change, negative = inhibition, usual class: inhibitors; 280,000 compounds, 0.065% hits; AID 1469;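 also: plate controls were bound peptide for no effect and peptide without receptor for full effect; nearly all actives have a fitted effect of over 50% in size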
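Assay buffer: 20 mM Tris-HCl, 100 mM NaCl, 10% glycerol, 1 mM EDTA, 0.01% NP-40, 1 mM DTT, 1 uM T3, 5% DMSO; TRb LBD 0.6 uM, Texas Red SRC2 20 nM; FP after 5 hr.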
* hit, by the source's call; ? = inconclusive; . = not tested or not shown; [ ] = another dose, or the depositor's remark. Unless noted, calls follow the shape of the dose curve; as a rule, active = well fitted curve in the direction sought with a large enough effect; inconclusive = small, poorly fitted or top-dose-only effect, or another doubt; inactive = no such curve, though single readings can be large; an effect the other way counts as inactive or inconclusive. Unless noted, % is scaled to controls: 0 for no effect and ±100 for the full control effect; potency is read from the fitted curve at half-maximal effect.

SMILES | L3MBTL1 inh | TR SRC2 fluor cs | Tau FP inhib | Tau fibril ThT | Tau fluor cs | GLA spleen mod | ALDH1A1 inh | TRb-SRC2 inh
CCCc1c(C(=O)Nc2ccc(OC)cc2)cnn1-c1ccccc1 | 0% | 0% | 2% | -26% | ? | -9% | ? | 6%
COCCn1c(SCC(=O)c2cc(C)ccc2C)nc2cc(C(=O)NC3CCCC3)ccc2c1=O | . | -1% | 5% | -3% | -4% | . | . | 5%
CCCCCN1C(C(=O)c2ccccc2)=C(NC(=O)c2ccc(OC)cc2)c2ccccc2S1(=O)=O | . | -8% | -9% | -7% | -29% | . | . | 0%
Cc1nnc(SCC(=O)N/N=C/c2cc(Cl)c(O)c(Cl)c2)s1 | 6% | 1% | 1% | ? | -10% | -8% | ? | 10%
O=C(CC1CCCCC1)Nc1ccccc1-c1ccccc1 | -1% | -4% | 1% | -2% | 3% | 6% | -9% | 0%
COc1cc(C(=O)NCCC(=O)NCCc2ccc(Cl)cc2)cc(OC)c1OC | -5% | 0% | -5% | -5% | -10% | 2% | -2% | -10%
CCOC(=O)C1CCCN(C(=O)c2cc3ncc(Br)cn3n2)C1 (stereo not given) | . | -1% | 5% | 1% | 1% | -18% | 4% | 1%
Cc1nc(N)nc(N/N=C/c2ccccc2)n1 | 6% | -1% | 6% | 1% | 10% | 4% | . | -4%
O=C(CSc1ccccc1C(=O)NCc1ccccc1)NC1CCCCCCC1 | 3% | -4% | -11% | -5% | -9% | -11% | -10% | 0%
COc1ccc(NC2CC(=O)NC2=O)cc1 (stereo not given) | -4% | 1% | 0% | 3% | 5% | 1% | 9% | -8%
O=C(Nc1ccc2oc(-c3ccccc3)nc2c1)c1ccccc1F | 4% | 0% | 0% | -19% | -8% | 1% | -13% | -6%
Cc1cccc(CNC(=O)CCCN2C(=O)CCn3nc(-c4cccn4C)cc32)c1 | . | -7% | 10% | 3% | 0% | . | . | 3%
O=C(N/N=C/c1c(Nc2cccc(C(F)(F)F)c2)nc2ccccn2c1=O)c1ccccc1 | 5% | -2% | -11% | -6% | -11% | 4% | 5% | -3%
CC1(C)CC(=O)C=C(NCCN2CCN(C(=O)Nc3ccc(Cl)cc3)CC2)C1 | 4% | 2% | 4% | -5% | -7% | -1% | -1% | -1%
C=CCNC(=S)N/N=C(\C)c1cc(OC)c(OC)c(OC)c1 | 0% | -2% | 4% | -8% | -2% | -2% | 10% | 1%
CC(C)C(=O)Nc1ccc(C(=O)NNC(=O)c2cccs2)cc1 | 39%[activator] | -6% | 1% | 9% | 7% | 3% | 4% | -2%
CCC(=O)OC1(C)C(=O)C=C2C=C(/C=C/COC)OC=C2C1=O (stereo not given) | . | -3% | -3% | -15% | -10% | -9% | 10% | 10%
COc1cc([C@H]2[C@@H]3CCCC[C@]3(O)CCN2CC(=O)Nc2ccc(C)cc2)ccc1O | 1% | 3% | 2% | -12% | -15% | 5% | 0% | 7%
Cc1ccc(S(=O)(=O)C2(C(=O)Nc3nccs3)CC2)cc1 | -6% | -3% | -2% | 2% | -1% | -18% | -8% | 0%
Cc1ccc2nc(NC(=O)COc3ccc(F)cc3)sc2c1 | . | -5% | 4% | -16% | 0% | . | . | 3%
O=CN1N=C(c2ccccc2)CC1c1ccccc1[N+](=O)[O-] (stereo not given) | -3% | -4% | -5% | -9% | -12% | 12% | -11% | 6%
Cc1ccc(-n2nnnc2SCC(=O)NC2CCCc3ccccc32)c(C)c1 (stereo not given) | -3% | -1% | 0% | -4% | -6% | 0% | ? | 4%
Cc1cccc(-n2ncc3c(NCc4ccccc4)ncnc32)c1 | 6% | 0% | -12% | -12% | -27% | -6% | ? | 2%
CCOc1ccc(C)cc1S(=O)(=O)n1ccc(C)n1 | -15%[11.4 µM] | 2% | 1% | -3% | 3% | -7% | -4% | 3%
O=C(CN1C(=O)NC2(CCCCC2)C1=O)Nc1cccc(S(=O)(=O)N2CCOCC2)c1 | 5% | -3% | -3% | -5% | -10% | 6% | . | 3%
COC(=O)c1cc(S(=O)(=O)NCC2CCN(Cc3cc(C)ccc3C)CC2)c[nH]1 | . | 0% | 8% | 8% | 7% | . | . | -3%
CCCN(CCC)C(=O)Cc1ccc(F)cc1 | 13% | -1% | -3% | 0% | 2% | 6% | 3% | -5%
CCCCNC(=O)n1c(SC)nc2ccccc21 | . | 1% | -5% | -8% | -10% | -7% | 14% | -22%
Cc1ccc(S(=O)(=O)N(CC(=O)N2CCC(C(N)=O)CC2)Cc2ccc(F)cc2)cc1 | 2% | 2% | -2% | -1% | -2% | 3% | -10% | 4%
CC(C)(C)C(=O)CNCC(=O)C(C)(C)C | 16% | -1% | -1% | -2% | 0% | -1% | -15% | -10%
CC(C)c1ccc(/C=N/N2CCCCC2)cc1 | -11% | -1% | 0% | -16% | -3% | 13% | ? | 3%
Cc1ccc(C(=O)OCn2ncc(Cl)c(Cl)c2=O)cc1 | -1% | -1% | 6% | 4% | 2% | -2% | 1.4µM* | 11%
COc1ccc(C2CC(c3cccc(OC)c3OC)n3nnnc3N2)cc1 (stereo not given) | 7% | 1% | -6% | -14% | -13% | -9% | 4% | 6%
CCN(CC)C(=O)C(=O)c1cc(C)n(-c2ccc(F)cc2)c1C | . | -1% | -10% | -6% | 4% | -2% | 5% | 9%
CCOC(=O)N1CCc2c(sc3ncn(C)c(=O)c23)C1 | -18% | -2% | -7% | 3% | 7% | 17% | . | 1%
Cc1ccc(-c2oc3ncnc(N)c3c2-c2ccc(C)cc2)cc1 | 1%[11.4 µM] | 0% | 0% | -5% | -2% | -6% | ? | -4%
O=C(NC(=S)Nc1cnc2ccccc2c1)c1ccccc1 | -10% | -1% | -1% | -14% | 0% | 5% | ? | -1%
CCOC(=O)c1cc(-c2ccc3c(c2)OCCO3)nc2c1c(C)nn2CCC#N | . | -1% | -7% | -16% | -30% | 19% | ? | 13%
COc1cccc(C(=O)Oc2ccccc2/C=C\C(=O)c2cc3ccccc3o2)c1 | -12% | 0% | -6% | 1% | -5% | 2% | -10% | 3%
CC(C)N1CCN(Cc2nc3c(s2)CCCC3)CC1CCO (stereo not given) | 1% | -1% | 0% | 5% | 7% | -7% | -1% | -3%
CC(=O)NCCc1nc2ccccc2n1CCc1ccccc1 | 44%[activator] | -3%[53 µM] | 7% | 10% | 7% | 9% | 3% | 0%[53 µM]
Cc1ccc2c(c1)-c1c(cnn1CC(=O)N1CCN(c3cccc(C(F)(F)F)c3)CC1)CO2 | . | -16% | 0% | ? | -5% | . | . | 3%
Cc1cc(C)c(NC(=O)Nc2ccccc2)c(Cl)c1 | -18% | -3% | -5% | 4% | 7% | -3% | 1% | 2%
c1ccc(C2C3=C(Nc4ncnn42)c2ccccc2CCC3)cc1 (stereo not given) | -2% | 0% | -7% | -5% | 0% | 4% | ? | -4%
O=C(Cn1c2c(c(-c3ccccc3Cl)cc1=O)CCC2)NCC1CCCO1 (stereo not given) | . | 1% | -3% | . | -8% | 13% | . | -5%
Cc1ccoc1C(=O)NCCNc1ccc(Cl)cc1[N+](=O)[O-] | -25% | 17% | 4% | 11µM* | -24% | -7% | 1% | 14%
CCOc1cccc(C2c3c(oc4cc(C)c(C)cc4c3=O)C(=O)N2CCCN(C)C)c1 (stereo not given) | . | 3% | -17% | -1% | -7% | 0% | ? | -18%
COC(C[C@@H](O)[C@H](C)[C@H](O)COCc1ccccc1)OC | . | -1% | 6% | 5% | 4% | 1% | . | 1%
COc1ccc(-c2onc(C)c2C)cc1S(=O)(=O)Nc1ccc(OC(F)(F)F)cc1 | . | -2% | ? | -1% | ? | . | . | -4%
COc1ccc(CNC(=O)C(OC(=O)c2ccco2)c2ccc(OC)cc2)cc1 (stereo not given) | -6% | 1% | 0% | -1% | -5% | -9% | 6.3µM* | -5%
COc1ccc(CC(NC(C)=O)C(=O)NC2CCN(c3ncccc3[N+](=O)[O-])CC2)cc1 (stereo not given) | -1% | -4% | -3% | -10% | -5% | 9% | 6.3µM* | -3%
CCOC(=O)Cc1csc(NC(=O)CSc2nc(C)cc(=O)[nH]2)n1 | . | -3% | ? | 28µM* | -11% | 1% | ? | -11%
Cc1ccc(C(=O)Nc2nnn(C)n2)cc1 | -7% | 2% | -1% | 2% | -5% | -1% | 15% | 3%
CC(=O)Nc1ccc(OCC(O)CN2CCN(c3ccc(Cl)cc3)CC2)cc1 (stereo not given) | 1% | -1% | 8% | ? | -10% | -6% | 3% | -5%
CCN(CC)S(=O)(=O)c1ccc2c(c1)c(=O)c(C(=O)N1CCN(c3ccc(F)cc3)CC1)cn2C | . | -2% | -2% | ? | -40% | . | . | -6%
Cc1nn(-c2ccccc2)c(NC(=O)C(C)C)c(-c2ccccc2)c1=O | . | -3% | -4% | . | 1% | 4% | . | -2%
CC(C)(C)C1(O)CC(C(F)(F)F)=NN1C(=O)CCc1ccccc1 (stereo not given) | 10% | -4% | 7% | -5% | -5% | 2% | ? | -8%
CCSC1=N/C(=C\c2cccnc2)C(=O)N1c1ccccc1 | 25% | 9% | 0% | -13% | -10% | 19% | ? | 0%
CCS(=O)(=O)c1nc(S(=O)(=O)c2ccc(Cl)cc2)c(NCc2ccccn2)s1 | . | 1% | -13% | -3% | -13% | -6% | 13µM* | -5%
